Screening results (PubChem)
MEP2 TOR yeast: modulators of MEP2-GFP levels in yeast, primary screen, S. cerevisiae, multiplex flow cytometry, MLPCN library. S. cerevisiae MEP2-GFP strain, 3 h; 100% = DMSO control level. hit rate 0.51% among 330,000. GFP response vs DMSO, % at 10 µM;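 active means GFP response versus DMSO above a set limit, roughly screen mean plus 3 SD, cut at about 180% in these data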;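 further: median GFP fluorescence of the barcode-gated MEP2-GFP cells per well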
AGP1 TOR yeast: modulators of AGP1-GFP expression in yeast TOR pathway, primary screen, cell-based, multiplex flow cytometry, S. cerevisiae, MLPCN library; AID 2066, 2009; GFP response vs DMSO, % at 10 µM; 3 h; GFP as percent of DMSO wells; hit rate 0.02% among 320,000;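 active means GFP response relative to DMSO above a set limit, near screen average plus 3 SD, cut at about 150% in these data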;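 further: median GFP channel fluorescence of the gated AGP1 strain per well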
GRK2 aptamer HTS: compounds blocking aptamer binding on GRK2 – biochemical, human GRK2, bead flow cytometry, HTS, primary screen; Beta-adrenergic receptor kinase 1 (Homo sapiens), P25098; FAM-aptamer displacement from GRK2; inhibition of aptamer binding, % at 10 µM; hit rate 0.59% among 330,000; AID 488847, 2010;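 active means inhibition of aptamer binding above 40%, roughly 3 SD of noise, on plates passing a quality check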;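 further: median bead fluorescence of bound FAM aptamer so fluorescent compounds give negative values; no value below 0 was filed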
VLA-4 inh: inhibition in human VLA-4 binding assay, primary screen, VLA-4 allosteric modulator project, MLPCN library, flow cytometry, VLA-4 expressing cells | ligand binding flow cytometry | inhibition, % (about 7 µM as worked out from the volumes in the protocol) | hit rate 0.2% among 330,000; in the data active means inhibition above about 50%
Target sequence (P13612 whole entry, looked up): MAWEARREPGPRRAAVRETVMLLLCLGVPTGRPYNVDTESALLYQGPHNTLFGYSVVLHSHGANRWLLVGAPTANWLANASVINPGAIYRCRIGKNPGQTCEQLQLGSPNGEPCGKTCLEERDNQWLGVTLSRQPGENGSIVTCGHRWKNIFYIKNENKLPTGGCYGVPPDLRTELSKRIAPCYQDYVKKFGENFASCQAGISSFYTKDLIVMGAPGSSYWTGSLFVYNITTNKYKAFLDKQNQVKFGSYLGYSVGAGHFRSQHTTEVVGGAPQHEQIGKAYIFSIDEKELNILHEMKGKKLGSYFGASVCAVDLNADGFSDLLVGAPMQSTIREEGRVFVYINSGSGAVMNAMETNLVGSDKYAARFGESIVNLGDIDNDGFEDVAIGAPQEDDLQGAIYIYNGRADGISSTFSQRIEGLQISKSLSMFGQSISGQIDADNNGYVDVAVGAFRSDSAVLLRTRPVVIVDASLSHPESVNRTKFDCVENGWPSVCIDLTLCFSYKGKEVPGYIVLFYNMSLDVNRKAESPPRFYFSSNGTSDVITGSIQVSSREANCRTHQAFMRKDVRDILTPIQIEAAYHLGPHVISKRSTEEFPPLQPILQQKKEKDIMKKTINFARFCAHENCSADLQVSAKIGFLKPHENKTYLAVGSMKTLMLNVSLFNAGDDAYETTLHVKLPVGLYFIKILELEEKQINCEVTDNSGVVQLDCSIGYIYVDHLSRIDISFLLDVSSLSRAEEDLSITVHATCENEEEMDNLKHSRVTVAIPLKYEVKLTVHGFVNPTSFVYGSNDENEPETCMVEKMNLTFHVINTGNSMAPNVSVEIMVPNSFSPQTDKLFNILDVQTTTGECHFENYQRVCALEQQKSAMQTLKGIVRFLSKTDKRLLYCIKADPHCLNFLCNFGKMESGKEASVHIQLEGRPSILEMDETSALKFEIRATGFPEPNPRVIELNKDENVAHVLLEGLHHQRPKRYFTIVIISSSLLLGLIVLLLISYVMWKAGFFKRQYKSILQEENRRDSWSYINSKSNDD
CIT2-GFP yeast: modulators of CIT2-GFP expression in yeast, primary screen, S. cerevisiae, GFP fusion, multiplex flow cytometry, MLPCN library; S. cerevisiae CIT2-GFP strain, 3 h; 100 means same as DMSO wells; hit rate 0.065% among 320,000; AID 2029, 2009; GFP response vs DMSO, % at 10 µM;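 active means GFP response relative to DMSO above a set limit, near the screen mean plus 3 SD, cut at about 150% in these data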;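 further: ratio of well median GFP fluorescence to mean of DMSO wells on the plate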
RPL19A TOR yeast: RPL19A-GFP expression modulators in yeast, primary screen, cell-based, S. cerevisiae, multiplex flow cytometry, MLPCN | S. cerevisiae RPL19A-GFP strain, 3 h; hits give low values | percent response vs DMSO, % at 10 µM | hit rate 0.3% among 330,000;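 active means percent response vs DMSO below 50%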;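 further: median channel GFP fluorescence of the barcoded RPL19A-GFP strain; ratio of sample median GFP to plate DMSO average so 100% = DMSO; lower means less RPL19A-GFP as with rapamycin TOR inhibition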
CR mimetic SO: reduction of superoxide in aged yeast, primary screen, HTS; S. cerevisiae aged cells, superoxide DHE fluorescence; hits give low values; superoxide response (% of plate mean), % at 10 µM; hit rate 0.18% among 330,000;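 active means superoxide response under a set limit, about three screen SD below normal, cut at about 65% in these data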;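 further: yeast aged for seven days with compound at 30 °C before DHE staining; 100% = average MFI of all compound-treated wells on the plate with controls excluded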
LAP4 TOR yeast: modulators of LAP4-GFP expression in yeast, primary screen, S. cerevisiae, multiplex flow cytometry, MLPCN library | 3 h; median GFP as percent of DMSO wells | GFP response vs DMSO, % at 10 µM | hit rate 0.34% among 320,000 | AID 2023, 2009;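 active means GFP response vs DMSO above a set limit, about the screen mean plus 3 SD, cut at about 150% in these data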
The depositor's hits bear a star; . = not tested or not shown. Outcome played no part in choosing rows; about 1.7% have a hit in one of these screens.

Preview, 5 compounds:
SMILES	MEP2 TOR yeast	AGP1 TOR yeast	GRK2 aptamer HTS	VLA-4 inh	CIT2-GFP yeast	RPL19A TOR yeast	CR mimetic SO	LAP4 TOR yeast
CCOP(=O)(c1ccc(N(C)C)cc1)C(O)c1ccc(Cl)cc1 (stereo unspecified)	96.3	95.7	0.0	5.7	101.0	95.0	103.5	90.7
CCCCC(=O)N(c1ccc(C(=O)O)cc1)c1nc(-c2ccc(Cl)cc2)c(CC)s1	96.0	92.2	2.0	20.1	95.2	94.2	116.2	93.0
O=C(OCC(=O)N1CCN(c2ccccc2)CC1)c1ccc(Cl)nc1	108.1	102.7	1.0	6.8	109.5	104.6	84.0	102.4
N#Cc1ccccc1NC(=O)COC(=O)/C=C/c1ccc(S(=O)(=O)N2CCOCC2)cc1	105.0	106.0	3.0	-2.7	105.9	101.4	96.4	103.8
COc1cc2c(cc1OC)C(c1ccc3c(c1)OCO3)CC(=O)N2 (stereo unspecified)	99.7	102.8	3.0	1.2	117.0	.	91.3	101.6

The listing (from the top)
SMILES	MEP2 TOR yeast	AGP1 TOR yeast	GRK2 aptamer HTS	VLA-4 inh	CIT2-GFP yeast	RPL19A TOR yeast	CR mimetic SO	LAP4 TOR yeast
CCOP(=O)(c1ccc(N(C)C)cc1)C(O)c1ccc(Cl)cc1 (stereo unspecified)	96.3	95.7	0.0	5.7	101.0	95.0	103.5	90.7
CCCCC(=O)N(c1ccc(C(=O)O)cc1)c1nc(-c2ccc(Cl)cc2)c(CC)s1	96.0	92.2	2.0	20.1	95.2	94.2	116.2	93.0
O=C(OCC(=O)N1CCN(c2ccccc2)CC1)c1ccc(Cl)nc1	108.1	102.7	1.0	6.8	109.5	104.6	84.0	102.4
N#Cc1ccccc1NC(=O)COC(=O)/C=C/c1ccc(S(=O)(=O)N2CCOCC2)cc1	105.0	106.0	3.0	-2.7	105.9	101.4	96.4	103.8
COc1cc2c(cc1OC)C(c1ccc3c(c1)OCO3)CC(=O)N2 (stereo unspecified)	99.7	102.8	3.0	1.2	117.0	.	91.3	101.6
O=C(O)c1ccccc1C(=O)Nc1cccc([N+](=O)[O-])c1	98.4	97.5	4.0	1.4	102.2	100.5	141.4	94.9
S=c1[nH]nc(Cn2cnc3ccccc32)n1-c1ccccc1Cl	97.9	98.9	1.0	10.5	97.8	98.9	101.6	100.2
COC(=O)c1ccc(Oc2cc(C)nc(SC)n2)cc1	102.2	98.0	1.0	-8.6	100.3	100.4	87.8	102.2
Cc1ccc(NC(=O)COc2nsnc2N2CCOCC2)cc1Cl	103.3	107.3	1.0	-3.6	103.7	101.5	102.5	102.8
CC1Cc2nc(SCC(=O)Nc3ccc4c(c3)OCO4)n(Cc3ccccc3)c(=O)c2S1 (stereo unspecified)	105.3	105.5	4.0	5.7	107.6	96.9	86.9	102.9
COCC(=O)Nc1ccc(N2CCCC2)c(S(=O)(=O)Nc2ccccc2OC)c1	103.6	105.3	35.0	5.5	94.1	98.9	105.7	103.1
CCOc1ccccc1NC(=O)NCCCCc1ccccc1	105.7	107.3	2.0	2.2	107.8	107.5	102.0	105.3
COc1ccc(CN(C)C(=O)Cn2ccsc2=N)cc1OC	101.6	99.3	0.0	3.4	95.3	99.8	103.1	104.1
Cc1ccc(-c2csc(N3CCN(c4cc5c(cc4Cl)nc(-c4ccncc4)n5CCN4CCCCC4)CC3)n2)cc1	94.9	78.8	0.0	-10.7	74.3	93.0	101.7	123.7
Cc1cccc(N=C2NC(=O)/C(=C3/C(=O)N(C)c4ccccc43)S2)c1C	93.8	91.1	0.0	-1.4	86.6	91.9	93.3	100.6
Cc1ccc(NC(=O)C2CCCN2S(=O)(=O)c2cccc3cccnc23)cc1F (stereo unspecified)	108.9	104.9	3.0	38.3	107.9	101.6	88.1	100.2
O=C(O)C1CCCN1S(=O)(=O)c1ccc(Br)s1 (stereo unspecified) (tested in a mixture with another compound)	101.8	102.4	0.0	-28.5	.	100.0	94.7	97.0
O=C(OCc1ccccc1)N1CCc2ccccc21	144.3	92.4	2.0	13.1	98.1	102.7	102.6	102.0
CCOC(=O)C(NC(C)=O)(N1CCOCC1)C(F)(F)F (stereo unspecified)	100.9	100.4	2.0	15.3	96.2	98.6	86.0	93.6
CC(Nc1cccnc1)=C(C#N)C#N	103.0	103.2	0.0	-1.6	97.9	99.6	99.6	93.7
CCN(CC(=O)Nc1ccc(OC(F)F)cc1)C1CCCCC1	108.8	103.0	0.0	-1.4	97.9	102.3	84.0	99.4
Cc1cc(C)n(-c2ncc(-c3ccccc3)nn2)n1	106.3	102.5	0.0	25.8	106.2	104.2	94.5	106.2
CCOc1ccc(CCNC(=O)CN2CCN(Cc3ccccc3F)C2=O)cc1OCC	104.8	102.4	0.0	14.1	104.5	102.7	89.0	95.9
CC(=O)Nc1ccc(S(=O)(=O)NNc2ccc([N+](=O)[O-])cc2)cc1	97.2	99.2	0.0	11.2	103.0	100.1	101.9	97.8
COc1ccc2cc(CCC(C)=O)ccc2c1	101.0	88.0	1.0	12.1	82.0	95.9	100.2	103.5
COc1ccc(/C=N/NC(=O)c2ccccc2O)cc1Cn1nnc2ccccc21	114.5	105.5	0.0	4.2	107.1	106.9	96.7	102.9
CN(CC1CCCN(CCc2ccc(Cl)cc2)C1)C(=O)c1ccoc1 (stereo unspecified)	91.2	94.9	0.0	0.5	97.4	95.9	86.6	86.6
O=C(NCCC(c1ccccc1)c1ccccc1)c1cccs1	91.3	96.7	2.0	28.4	100.2	100.7	111.4	87.5
COc1ccc2nc(SCC(=O)Nc3nonc3C)[nH]c2c1	100.0	101.5	3.0	4.5	101.8	100.9	106.7	103.8
C=CCOc1ccc(CN(C)CC(O)COc2cccc3ccccc23)cc1 (stereo unspecified)	100.7	106.2	0.0	15.0	100.8	104.5	96.8	97.6
CCOC(=O)c1cnn(-c2ccc(C)cc2)c1N	111.4	99.4	1.0	-7.6	107.0	98.7	86.6	102.2
CCOC(=O)Cc1cc(=O)[nH]c(/N=C(\N)Nc2ccc(C)c(C)c2)n1	104.0	110.3	0.0	-1.8	100.1	104.6	100.4	117.2
O=C(Cc1ccccc1)NCC(=O)OCC(=O)c1ccc(Cl)c([N+](=O)[O-])c1	95.7	99.2	1.0	18.3	96.4	100.0	106.0	96.0
CC(C)(C)SCCNC(=O)c1ccc(Cl)c([N+](=O)[O-])c1	102.0	99.4	0.0	1.2	91.4	99.5	92.1	101.0
O=C(CSc1nccn1-c1ccc(Cl)cc1)Nc1ccc2c(c1)OCO2	95.3	94.4	1.0	15.3	83.9	95.8	124.3	113.9
O=C(NCC1CCCCC1)c1ccc(Cl)c(S(=O)(=O)N2CCOCC2)c1	101.1	99.5	0.0	0.0	96.3	97.5	97.2	99.8
NC(=O)CSc1ccc(S(=O)(=O)N2CCCCC2)cn1	100.8	97.0	0.0	-47.1	97.2	96.0	85.7	98.2
CCCCC1=CC2=CC(=O)C(C)(OC(=O)CC)C(=O)C2=CN1CCOC (stereo unspecified)	90.0	88.7	0.0	1.0	80.1	101.9	100.7	98.8
CCOC(=O)C1CCCN(C(=O)c2cccc(S(=O)(=O)N(Cc3ccccc3)c3ccccc3OC)c2)C1 (stereo unspecified)	97.2	104.9	0.0	8.4	99.9	96.0	89.3	98.4
CN(C)c1cccc(C(=O)NC2CCCc3ccccc32)c1 (stereo unspecified)	101.3	92.0	7.0	7.9	84.1	95.2	91.9	80.3
Cc1cc(C)cc(NC(=S)N2C3CCCC2CC(NC(=O)C2CC2)C3)c1 (stereo unspecified)	104.9	100.6	0.0	9.9	101.5	101.8	100.1	90.8
CC(NS(=O)(=O)c1ccc(Br)cc1)C(=O)NCc1ccco1 (stereo unspecified)	91.2	97.4	0.0	11.3	89.9	96.1	96.4	94.4
CN(c1ccc(C(=O)N2CCN(Cc3ccc4c(c3)OCO4)CC2)cc1)S(C)(=O)=O	96.2	91.2	0.0	12.8	96.3	96.2	117.6	98.0
Cc1nc(Nc2ccccc2)sc1-c1ccccc1	102.1	90.0	0.0	.	99.6	102.6	102.5	107.0
COc1cccc(NC(=O)CC(C)=O)c1	99.8	98.8	2.0	22.3	102.6	104.4	94.2	95.8
Cc1ccc(Sc2ccc(/C=N/O)cc2[N+](=O)[O-])cc1	100.2	96.6	0.0	2.5	94.4	100.2	98.0	136.2
CN(C)S(=O)(=O)c1cccc(NC(=O)CCNC(=O)c2ccccc2Cl)c1	103.0	94.8	0.0	-2.5	102.1	101.9	102.0	90.7
O=S(=O)(c1ccccc1)N1CCn2c(nc3ccccc32)C1	99.6	91.0	0.0	0.5	99.4	97.1	104.5	96.2
CCO[C@H]1OC(C(=O)N2CCOCC2)=C[C@@H](c2cn(C(C)=O)c3ccccc23)[C@@H]1CCCO	507.0*	119.6	0.0	5.2	111.2	74.4	104.3	222.6*
C=CCN1C=C2C(=O)C(C)(OC(=O)CCC(=O)OC)C(=O)C=C2C=C1C1CC1 (stereo unspecified)	91.3	77.0	0.0	7.9	67.5	91.4	101.0	110.3
O=C1C2CC=CCC2C(=O)N1c1ccc(NCCc2ccccc2F)c([N+](=O)[O-])c1 (stereo unspecified)	103.4	103.3	0.0	22.1	99.7	103.0	98.1	100.8
O=C(Cc1c(Cl)cccc1Cl)OCC(=O)N1CCc2ccccc2C1	100.7	103.7	1.0	9.8	100.7	106.7	98.2	102.1
Cc1ccc(-c2cc3ccccc3nc2N2CCOCC2)cc1	101.9	100.0	4.0	17.2	102.5	97.5	98.5	122.5
c1ccc(N2CCN(c3ncccn3)CC2)cc1	101.3	99.3	0.0	14.6	98.5	100.0	91.0	114.3
CCc1ccccc1N1CSC2=C(C#N)C(c3ccccc3F)CC(=O)N2C1 (stereo unspecified)	105.0	95.3	0.0	-5.3	101.5	98.0	98.7	100.3
O=C(CN1C(=O)c2ccccc2S1(=O)=O)NCc1ccccc1	112.1	102.8	0.0	3.2	110.6	106.3	86.2	106.9
C=CCN(CC=C)CCCOc1ccccc1C(=O)OC	112.3	112.0	0.0	17.7	113.7	111.7	78.6	98.7
Cc1cc(N2CCOCC2)ccc1/C=C1\NC(=O)N(Cc2ccccc2F)C1=O	110.8	91.4	1.0	30.9	89.3	80.1	100.6	94.4
CC(=O)c1ccc(OCC(O)CN2CCN(c3ccccn3)CC2)cc1 (stereo unspecified)	105.0	102.8	1.0	45.3	100.2	98.0	98.2	102.2
O=C(CCN1N=C(c2ccccc2)CCC1=O)NCC1COc2ccccc2O1 (stereo unspecified)	111.2	101.8	0.0	10.6	105.1	104.0	102.3	96.7

Carrying on.
SMILES	MEP2 TOR yeast	AGP1 TOR yeast	GRK2 aptamer HTS	VLA-4 inh	CIT2-GFP yeast	RPL19A TOR yeast	CR mimetic SO	LAP4 TOR yeast
CCC1(C)CC2(CCCN(CCC(O)(c3ccccc3)c3ccccc3)C2)CCO1 (stereo unspecified)	99.8	107.5	0.0	2.4	101.2	101.5	104.3	112.9
Cc1cc(=O)nc2c3ccccc3n(C(C)C(=O)Nc3c(F)c(F)c(F)c(F)c3F)n12 (stereo unspecified)	94.9	88.9	1.0	-3.7	89.9	96.3	113.0	88.6
Cn1c(=O)c2c(ncn2CC(=O)N2CCN(S(=O)(=O)c3ccc(Cl)cc3)CC2)n(C)c1=O	100.0	97.0	2.0	12.9	96.3	102.6	102.5	99.7
CCOC(=O)C1CCN(C(=O)CSc2nccc(C)n2)CC1	95.4	98.7	1.0	2.9	91.3	93.2	87.0	97.7
